ABCB1 block: human ABCB1 inhibition, ABCG2 as counter-screen; CCRF-Adr cells, JC-1 efflux, flow cytometry; inhibition, % at 6.6 µM; 190,000 compounds, 0.067% hits; AID 1326; in the data active = inhibition above about 40%;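 note: 0% = vehicle and 100% = reference inhibitor; higher value means more JC-1 retained so stronger ABCB1 efflux block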
ABCG2 inh: human ABCG2 inhibition, ABCB1 as counter-screen; Q9UNQ0; IgMXP3 cells, JC-1 efflux, flow cytometry; 190,000 compounds, 0.1% hits; inhibition, % at 6.6 µM;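 active = inhibition above 80%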;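 note: 0% = DMSO and 100% = nicardipine control wells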
Target sequence (Q9UNQ0 whole entry, looked up): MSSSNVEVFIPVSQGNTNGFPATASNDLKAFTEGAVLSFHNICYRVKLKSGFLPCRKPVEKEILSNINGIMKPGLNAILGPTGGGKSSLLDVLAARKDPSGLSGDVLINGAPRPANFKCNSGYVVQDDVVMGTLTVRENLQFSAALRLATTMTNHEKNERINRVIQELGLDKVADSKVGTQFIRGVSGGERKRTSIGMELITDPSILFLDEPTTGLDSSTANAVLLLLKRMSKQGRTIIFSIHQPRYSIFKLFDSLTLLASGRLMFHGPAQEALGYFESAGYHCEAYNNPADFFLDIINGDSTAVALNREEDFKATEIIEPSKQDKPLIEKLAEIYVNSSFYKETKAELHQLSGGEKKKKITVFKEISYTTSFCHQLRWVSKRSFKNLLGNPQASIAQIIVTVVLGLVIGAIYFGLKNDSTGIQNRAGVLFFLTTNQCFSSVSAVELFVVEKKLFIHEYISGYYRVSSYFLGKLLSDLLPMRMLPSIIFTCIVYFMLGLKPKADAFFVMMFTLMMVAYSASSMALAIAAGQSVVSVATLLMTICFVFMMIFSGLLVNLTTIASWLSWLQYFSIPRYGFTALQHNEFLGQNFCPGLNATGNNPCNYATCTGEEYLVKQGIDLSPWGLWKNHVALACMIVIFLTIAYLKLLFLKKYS
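Assay system – ABCG2 IgMXP3 and barcoded ABCB1 CCRF-Adr cell mix · Input – 3 million cells/mL in well · Reagent – JC-1 fluorescent substrate · Compound – single test compound dose, 6.6 µM final · Timing – 10 min exposure at 25 °C with rotation, no wash · Detection – flow cytometry of retained JC-1 fluorescence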
Pf gamet viab: P. falciparum stage V gametocyte viability inhibition; AID 743093; inhibition, % at 10.9 µM; P. falciparum stage V gametocytes, ATP luminescence, 24 h; 150,000 compounds, 0.065% hits;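 active = inhibition above the mean plus 3 SD of compounds within the control limits, set per campaign, cut at about 38% in these data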;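 note: 0% = DMSO wells and 100% = medium only without gametocytes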
Cdc42 wt: human Cdc42 wildtype GTP binding change, either direction; GST-Cdc42 beads, Bodipy-GTP binding, flow cytometry; actives lie on both sides; percent activity (GTP binding), % at 10 µM; 190,000 compounds, 0.2% hits;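 active = percent activity GTP binding at least 20 points away from the 100% baseline, either down as inhibitor or up as activator; inconclusive = compound flagged as likely green fluorescent from well-wide comparison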;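 note: median bead fluorescence of bound Bodipy-FL-GTP at 100 nM; 0% = excess unlabeled GTP control and 100% = no compound control; below 100% means less GTP binding so inhibitor and above means activator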
Target sequence (P60953 whole entry, looked up): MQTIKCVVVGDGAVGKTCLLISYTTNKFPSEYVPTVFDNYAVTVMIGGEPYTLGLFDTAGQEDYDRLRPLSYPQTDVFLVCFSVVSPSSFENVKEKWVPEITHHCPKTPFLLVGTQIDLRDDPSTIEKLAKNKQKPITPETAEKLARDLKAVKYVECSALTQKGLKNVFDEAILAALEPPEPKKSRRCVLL
Avidin bead fluor: compound fluoresces at 488/530 nm on avidin beads; compound fluorescence 488/530 nm, flow cytometry; hits give high values; fluorescence (KMESF) at 10 µM; 220,000 compounds, 0.38% hits; in the data active = fluorescence above about 47; note: inactives centre near 10
Rac1 wt GTP bind: alters GTP binding to wildtype human Rac1; GST-Rac1 beads, fluorescent GTP binding, flow cytometry; actives lie on both sides; 0 = cold GTP competed, 100 = untreated; GTP binding activity (% of control), % at 10 µM; 190,000 compounds, 0.27% hits;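 active = GTP binding activity at least 20 points away from the 100% control level, either lower or higher; inconclusive = compound flagged as likely green fluorescent, judged across all proteins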
GSH fluor: compound fluoresces at 488/530 nm on GSH beads; 190,000 compounds, 0.25% hits; GSH beads flow cytometry, compound fluorescence 488/530 nm; hits give high values; fluorescence (KMESF) at 10 µM; in the data active = fluorescence above about 89;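 note: glutathione beads carrying GST-tagged Bcl family fusion proteins plus one bare bead set; values are compound well signal with DMSO vehicle wells as background; inactives centre near 16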
HRas wt GTP bind: modulators of GTP binding to human HRas wildtype | 190,000 compounds, 0.14% hits | P01112 | GST-Ras wt beads, Bodipy-FL-GTP binding, flow cytometry; actives lie on both sides | AID 759 | GTP binding activity, % at 10 µM;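 active = GTP binding activity at least 20% away from the 100% baseline, either lowered as inhibitor or raised as activator; inconclusive = flagged as likely green fluorescent, judged across all proteins in the well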;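 note: 0% = unlabeled GTP competition control and 100% = no-compound control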
Target sequence (P01112 whole entry, looked up): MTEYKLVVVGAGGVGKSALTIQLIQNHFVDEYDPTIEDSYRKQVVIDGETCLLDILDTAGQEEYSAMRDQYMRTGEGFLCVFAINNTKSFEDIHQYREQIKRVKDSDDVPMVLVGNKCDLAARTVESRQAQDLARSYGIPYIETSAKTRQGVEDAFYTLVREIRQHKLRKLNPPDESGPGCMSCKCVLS
Rab2 wt GTP: changes GTP binding to wildtype dog Rab2A, up or down; AID 760; 190,000 compounds, 0.19% hits; GTP binding activity, % at 10 µM; GST-Rab2 wt beads, Bodipy-GTP binding, flow cytometry; P61105;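 active = GTP binding activity at least 20 points away from 100%, either lowered or raised; inconclusive = signal likely due to the compound's own green fluorescence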;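 note: 0% = beads with excess unlabeled GTP and 100% = no-compound control corrected for plate trend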
Rac1 mut GTP: alters GTP binding to activated mutant human Rac1; P63000; GST-Rac1 activated beads, fluorescent GTP binding, flow cytometry; actives lie on both sides; 100% means binding = to untreated wells; percent activity (GTP binding), % at 10 µM; 190,000 compounds, 0.11% hits; AID 764;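 active = GTP binding at least 20 percentage points away from the 100% baseline, in either direction, so actives lie on both sides; inconclusive = Compound likely fluorescent itself, or too few beads counted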
Rab7 wt modul: dog Rab7 wildtype GTP binding, inhibitors and activators. 190,000 compounds, 0.055% hits. GTP binding activity (percent of control), % at 10 µM. GST-Rab7 beads, fluorescent GTP binding, flow cytometry; actives lie on both sides; untreated = 100%, excess cold GTP = 0%. AID 758;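 active = fluorescent GTP binding to Rab7 beads changed by at least 20 points from the 100% baseline, either direction, mostly lower; inconclusive = compound itself probably fluorescent, or too few beads counted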;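 note: median green fluorescence of bound Bodipy-FL-GTP per Rab7 bead population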
Numbers without * were called inactive; u = inconclusive; x = no result given.

SMILES	ABCB1 block	ABCG2 inh	Pf gamet viab	Cdc42 wt	Avidin bead fluor	Rac1 wt GTP bind	GSH fluor	HRas wt GTP bind	Rab2 wt GTP	Rac1 mut GTP	Rab7 wt modul
CC1CCCCC12NC(=O)N(CC(=O)NC(=O)Nc1ccc3c(c1)OCCO3)C2=O (stereo not given)	0.6	13.4	-18.4	100.0	12	102.0	24	99.0	99.0	97.0	101.0
CC(C)(C)C(=O)NC1(C(F)(F)F)N=C2SCCN2C1=O (stereo not given)	0.0	3.5	9.9	102.0	7	106.0	64	103.0	100.0	101.0	94.0
Cn1c(CN2CCOCC2)nnc1SCC(=O)Nc1nccs1	0.2	2.1	x	99.0	7	104.0	58	97.0	98.0	97.0	101.0
COc1ccc(N2CCN(C(=O)c3ccncc3)CC2)cc1	0.2	0.4	x	102.0	6	104.0	55	102.0	101.0	100.0	101.0
O=C(CCN1C(=O)c2ccccc2C1=O)Nc1ccccn1	0.2	2.3	x	99.0	10	94.0	26	99.0	96.0	96.0	96.0
CSCCC(NC=C1C(=O)OC(C)(C)OC1=O)C(=O)O (stereo not given)	0.2	0.6	x	106.0	17	108.0	32	102.0	102.0	100.0	99.0
Cc1ccc(NC(=O)CN(c2ccccc2F)S(C)(=O)=O)cc1	1.1	39.2	8.5	99.0	14	101.0	39	101.0	102.0	99.0	100.0
CCCCn1c(SCC(=O)NCc2ccco2)nnc1-c1ccco1	-0.8	6.0	4.7	104.0	15	107.0	33	102.0	101.0	99.0	99.0
O=C(COC(=O)c1ccc(Br)o1)NCCc1ccccc1	1.7	9.3	4.2	97.0	15	95.0	9	93.0	94.0	93.0	93.0
O=C(COC(=O)Cc1ccccc1[N+](=O)[O-])NCC1CCCCC1	0.1	2.5	5.5	98.0	7	100.0	12	97.0	98.0	96.0	106.0
N#Cc1ccc(C(=O)Nc2ccc(N3CCN(C(=O)c4ccco4)CC3)cc2)c(F)c1	1.2	5.6	x	100.0	31	100.0	14	98.0	98.0	97.0	96.0
Nc1cc(Cl)ccc1C(=O)OCC(=O)NC1CCCCC1	0.5	8.0	-5.1	99.0	12	100.0	9	97.0	100.0	97.0	99.0
CCn1c(Cc2ccccc2)nnc1SCC(=O)Nc1ccc2c(c1)OCO2	0.2	0.9	x	99.0	9	99.0	45	97.0	96.0	97.0	98.0
Cc1cnc(C(=O)OCC(=O)c2csc(N3CCCCC3)n2)cn1	0.4	1.1	x	95.0	18	97.0	17	94.0	95.0	94.0	95.0
CCc1ccc(NC(=O)c2c(C(=O)Nc3ccccc3)sc3nc(C)cc(=O)n23)cc1	1.5	2.2	17.2	96.0	11	94.0	17	93.0	95.0	97.0	91.0
COC(=O)c1ccccc1NC(=O)CSc1nnc(-c2cccnc2)n1N	0.5	12.9	-18.4	90.0	11	96.0	9	96.0	94.0	92.0	94.0
CCCNC(=O)c1cccc(COc2ccccc2OC)c1	0.9	5.1	-9.7	96.0	6	98.0	21	94.0	95.0	96.0	94.0
S=C(NC1CCCC1)NC1CC1	-0.2	1.6	4.6	102.0	2	104.0	9	95.0	97.0	95.0	93.0
CCn1c(=S)sc2c(=O)[nH]c(C)nc21	-0.2	0.8	x	101.0	9	101.0	32	100.0	100.0	99.0	99.0
Fc1cccc(Cl)c1CSc1nnnn1-c1ccc2c(c1)OCO2	0.3	4.3	10.8	99.0	8	96.0	67	98.0	95.0	95.0	99.0
O=C(COC(=O)[C@@H]1CCCN1C(=O)c1cccs1)Nc1ccc(F)cc1[N+](=O)[O-]	0.9	2.1	21.6	98.0	16	103.0	12	97.0	97.0	95.0	98.0
COc1ccc(-n2cccc2C=O)cc1	-0.1	2.8	x	100.0	9	105.0	11	101.0	102.0	102.0	100.0
Cc1ccc2c(Cl)cc(Cl)c(OCC(=O)Nc3cc(C)on3)c2n1	0.5	1.1	x	96.0	9	89.0	22	92.0	91.0	92.0	91.0
Cc1cc(C)c(S(=O)(=O)N2CCCOC2CNC(=O)C(=O)NCc2ccccn2)c(C)c1 (stereo not given)	1.2	3.1	14.9	100.0	12	99.0	74	98.0	99.0	97.0	99.0
Cc1ccc(-c2noc(CCC(=O)Nc3cc(C)ccn3)n2)cc1	0.8	28.8	x	102.0	32	110.0	19	100.0	99.0	98.0	101.0
CCCN(C(=O)Cn1ncc2c(=O)oc3ccccc3c21)c1cccc(C)c1	3.7	11.8	x	89.0	33	88.0	16	91.0	90.0	91.0	90.0
O=C1CCc2ccc(NS(=O)(=O)c3ccc(F)cc3)cc2N1	-0.4	-1.2	8.2	95.0	10	101.0	11	96.0	96.0	95.0	102.0
CCOC(=O)Nc1nc(C)c(C(=O)c2ccc(Cl)cc2)s1	0.4	3.2	x	u	13	u	22	u	u	u	u
CNc1nc(N2CCc3ccccc32)ncc1F	0.4	43.1	x	99.0	6	102.0	20	97.0	98.0	97.0	96.0
O=C(Nc1ccc(S(=O)(=O)Nc2nccs2)cc1)C1CCCCC1	0.5	1.2	-39.5	98.0	19	96.0	25	97.0	97.0	95.0	94.0
COc1ccc(OCc2nc(C#N)c(NCCCn3ccnc3)o2)cc1	0.3	5.9	-4.2	96.0	13	102.0	12	97.0	98.0	96.0	99.0
COc1ccccc1N1CCN(C(=O)CN(C)S(=O)(=O)c2cc(C)ccc2OC)CC1	1.0	4.2	-16.3	92.0	8	100.0	27	96.0	93.0	95.0	96.0
CCCCCC(=O)NC(Nc1ccc(S(N)(=O)=O)cc1)C(Cl)(Cl)Cl (stereo not given)	0.1	1.8	x	98.0	3	101.0	7	100.0	98.0	99.0	103.0
CCN(CC)S(=O)(=O)c1ccc(C(=O)N2CCCCC2)cc1	-0.1	-0.3	9.2	102.0	7	106.0	4	99.0	101.0	100.0	97.0
COc1ccc(S(=O)(=O)N2CCCC2C(=O)Nc2ccc(C(C)=O)cc2)cc1 (stereo not given)	-2.6	-2.5	x	99.0	8	97.0	24	99.0	98.0	96.0	102.0
COc1ccc(NC(=O)c2cc([N+](=O)[O-])ccc2N2CCCC2)cc1	3.4	20.9	5.9	94.0	10	98.0	11	95.0	98.0	93.0	101.0
N#CC1=C(SCc2ccc(C#N)cc2)N=C(N)C(c2nc(-c3ccccc3)cs2)C12CCCCC2 (stereo not given)	2.3	5.5	x	99.0	28	105.0	22	100.0	100.0	99.0	99.0
COC(=O)c1cc(Cc2ccc(N)c(C(=O)OC)c2)ccc1N	0.2	1.7	-1.0	99.0	34	102.0	20	97.0	98.0	97.0	96.0
O=c1[nH]c2ccc(Cl)cc2c(-c2ccccc2)c1SC(=S)N1CCCCC1	0.1	-0.2	x	99.0	4	99.0	14	100.0	98.0	99.0	98.0
CNC(=O)COc1ncnc2scc(-c3ccc(F)cc3)c12	1.1	11.2	x	101.0	11	104.0	12	102.0	100.0	99.0	107.0
CCOC(=O)CSc1nnc2n(C3CCCCC3)c(=O)c3c4c(sc3n12)CCCC4	4.7	8.7	x	95.0	13	98.0	40	97.0	96.0	96.0	98.0
O=C(COc1cccc2ccccc12)NNC(=O)c1cccs1	0.0	2.5	-27.3	107.0	26	105.0	8	107.0	102.0	99.0	99.0
CCCNC(=O)COC(=O)/C=C/c1ccc(C)o1	0.6	2.0	x	98.0	9	100.0	23	98.0	101.0	98.0	101.0
Cc1ccc(C(=O)N/N=C\c2cc3c(cc2Br)OCO3)s1	0.0	3.3	-4.3	98.0	4	99.0	7	101.0	99.0	99.0	104.0
CCOC(=O)C(NC(=O)CC)(Nc1ccc(S(=O)(=O)Nc2cc(C)on2)cc1)C(F)(F)F (stereo not given)	0.5	1.4	x	104.0	14	101.0	11	106.0	107.0	98.0	105.0
COc1ccc2cc(C(=O)C3CCCN(Cc4cccc(C)n4)C3)ccc2c1 (stereo not given)	16.4	9.6	5.5	97.0	2	99.0	10	96.0	94.0	95.0	93.0
O=C1CC(SC2=NCCS2)C(=O)N1c1ccc(Cl)cc1 (stereo not given)	0.4	4.1	-5.0	99.0	16	101.0	7	100.0	99.0	98.0	103.0
Cn1c(C(=O)N2CCC(C(=O)N3CCN(Cc4ccc5c(c4)OCO5)CC3)CC2)cc2sccc21	0.5	-1.5	x	99.0	3	98.0	26	96.0	98.0	94.0	98.0
COc1ccc(N2C(=O)/C(=C\c3ccco3)N=C2SCC(=O)N(C(C)C)C(C)C)cc1Cl	-1.4	-8.2	x	99.0	5	103.0	8	101.0	100.0	97.0	103.0
COc1cc2cnc(Cl)nc2cc1OC	0.5	6.6	-11.1	97.0	3	99.0	6	93.0	96.0	98.0	100.0
OC1CCN(C(=S)NCCc2ccccc2)CC1	-0.8	2.4	x	106.0	7	110.0	36	103.0	100.0	100.0	99.0
Cc1nccn1CCN(C)Cc1cn(Cc2ccccc2)nc1-c1ccc2c(c1)OCO2	1.4	11.2	-10.6	100.0	12	102.0	25	97.0	102.0	99.0	101.0
COc1cccc(Nc2nnc(SCC(=O)N3CC(C)OC(C)C3)s2)c1 (stereo not given)	3.9	45.8	9.2	99.0	19	97.0	25	97.0	95.0	97.0	99.0
O=C(COc1ccc(Cl)cc1Cl)Nc1ccc(S(=O)(=O)NC2=NCCCCC2)cc1	1.0	6.1	-0.5	100.0	9	102.0	18	100.0	98.0	100.0	99.0
COc1cc(S(=O)(=O)N2CCCCC2)c(OC)cc1Br	0.4	0.6	-4.8	96.0	10	100.0	16	93.0	95.0	95.0	95.0

Among those listed so far, these have an NH in an aromatic ring.
SMILES	ABCB1 block	ABCG2 inh	Pf gamet viab	Cdc42 wt	Avidin bead fluor	Rac1 wt GTP bind	GSH fluor	HRas wt GTP bind	Rab2 wt GTP	Rac1 mut GTP	Rab7 wt modul
CCn1c(=S)sc2c(=O)[nH]c(C)nc21	-0.2	0.8	x	101.0	9	101.0	32	100.0	100.0	99.0	99.0
O=c1[nH]c2ccc(Cl)cc2c(-c2ccccc2)c1SC(=S)N1CCCCC1	0.1	-0.2	x	99.0	4	99.0	14	100.0	98.0	99.0	98.0
